Compound activity as filed in PubChem BioAssay.
MBNL1-CUG inh: MBNL1-poly(CUG) RNA binding inhibition | Q9NR56 | TR-FRET MBNL1-His/biotin-(CUG)12 binding, 665/545 ratio | Potency, µM (highest dose often 57.5 µM), for inactives: at the highest dose activity change, negative = inhibition, usual class: inhibitors | hit rate 0.036% among 280,000; active = well fitted inhibition curve with a large enough effect in the signal ratio, with a control signal flat, not every such curve was filed as active; inconclusive = small, poorly fitted or top-dose-only effect, or effect the other way, or a change in a side signal; inactive = no such curve, though single readings can be large or run the other way; the % refers to the signal ratio; note: potency is the fitted concentration of half-maximal effect; % is set by controls: 0 for no effect and ±100 for the full control effect
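MBNL1-His + Biotin-(CUG)12, cpd titration 92 nM–58 uM; Tb anti-His Ab 0.055 ng/ul, SA-XL665 5 nM (final); 60 min RT; ratiometric 665/545 nm, Ex 340 nm; normalized to buffer and full-complex controls.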
VP16 counter: counter-screen for ROR gamma inhibitors: Gal4-VP16 reporter | Drosophila S2 Gal4-VP16 UAS-luciferase, luminescence, 20 h | Potency, µM (top dose mostly 53.6 µM), without a hit: at the highest dose activity, negative = inhibition, usual class: inhibitors | hit rate 3.5% among 310,000 | AID 2546;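 note: Gal4-VP16 expression switched on by copper sulfate through the metallothionein promoter; potency is the fitted concentration of half-maximal effect; % is set by controls: 0 for no effect and ±100 for the full control effect; nearly all actives have a fitted effect of over 50% in size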
RORg inh: inhibitors of mouse ROR gamma transcriptional activity. Potency, µM (top dose mostly 53.6 µM), for the others: at the top dose activity change, negative = inhibition, most hits filed as inhibitors. AID 2551. P51450. Drosophila S2 Gal4-RORgamma UAS-luciferase reporter, 20 h. hit rate 5.4% among 310,000; note: potency is the fitted concentration of half-maximal effect; % is set by controls: 0 for no effect and ±100 for the full control effect; nearly all actives have a fitted effect of over 60% in size
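Drosophila S2 cells stably expressing Gal4-DBD/mouse RORγ fusion under metallothionein promoter plus UAS-luciferase; compound 1 h, then 700 uM CuSO4 induction for 20 h at ambient temperature; inhibition read as reduced luminescence.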
Menin MLL FP TR: inhibitors of human menin-MLL interaction, mutant MLL peptide; Menin + Texas Red MLL mutant peptide, fluorescence polarization; hit rate 0.23% among 270,000; O00255; Potency, µM (top dose mostly 61.6 µM), for inactives: at the top dose FP activity change, negative = inhibition, actives largely listed as inhibitors; active = well fitted inhibition curve with a large enough effect in the polarisation, with a control signal flat, not every such curve was filed as active; inconclusive = small, poorly fitted or top-dose-only effect, or effect the other way, or a change in a side signal; inactive = no such curve, though single readings can be large or run the other way; the % refers to the polarisation; note: potency is the fitted concentration of half-maximal effect; % of control where 0% means no effect; many of its hits are not listed in these tables
KCNH2 3.1 block: KCNH2 3.1 (human) potassium channel inhibition; U2OS KCNH2 3.1, thallium flux FluxOr; hits give low values; activity change, % (tested at about 1.8 µM); hit rate 0.95% among 340,000;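 active = maximum activity change below -70%; inconclusive = maximum activity change from -70% to -50%; inactive = maximum activity change above -50%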;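 note: thallium influx rate constant from kinetic fluorescence after stimulation buffer; % is set by controls: 0 for no effect and ±100 for the full control effect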
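Channel expression came from 3.1 mutant virus (1.77 x 10^8 /mL) applied to suspended U2OS cells for 4 h. Flux was tracked with FluxOr dye plus Red40 quencher, and kinetic rate constants normalized to controls.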
Mito fusion yeast: inhibitors of mitochondrial division or activators of mitochondrial fusion. hit rate 0.23% among 320,000. S. cerevisiae fusion-defective mutant growth rescue, CellTiterGlo 48 h. AID 485298. Potency, µM (top dose mostly 46.1 µM), for inactives: at the highest dose growth rescue (activation), hits mostly activators;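 note: potency is the fitted concentration of half-maximal effect; % of control where 0% means no effect; nearly all actives have a fitted effect of over 45% in size; temperature-sensitive fusion mutants such as fzo1-1 at 37 °C on non-fermentable ethanol glycerol medium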
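Compounds are tested for their ability to restore growth of mitochondrial fusion-defective yeast strains at non-permissive 37C in YPEG medium over 48 hours. Viability is quantified by luciferase luminescence.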
PKM2 activator: activators of human pyruvate kinase M2. hit rate 0.34% among 260,000. purified PKM2, Kinase-Glo ATP luminescence, activation; response scale: 0% is enzyme alone, no compound. Potency, µM (top dose mostly 57.5 µM), for inactives: at the highest dose activation, hits mostly activators. P14618; note: potency is the fitted concentration of half-maximal effect; % is set by controls: 0 for no effect and ±100 for the full control effect; nearly all actives have a fitted effect of over 55% in size
Target sequence (P14618 whole entry, looked up): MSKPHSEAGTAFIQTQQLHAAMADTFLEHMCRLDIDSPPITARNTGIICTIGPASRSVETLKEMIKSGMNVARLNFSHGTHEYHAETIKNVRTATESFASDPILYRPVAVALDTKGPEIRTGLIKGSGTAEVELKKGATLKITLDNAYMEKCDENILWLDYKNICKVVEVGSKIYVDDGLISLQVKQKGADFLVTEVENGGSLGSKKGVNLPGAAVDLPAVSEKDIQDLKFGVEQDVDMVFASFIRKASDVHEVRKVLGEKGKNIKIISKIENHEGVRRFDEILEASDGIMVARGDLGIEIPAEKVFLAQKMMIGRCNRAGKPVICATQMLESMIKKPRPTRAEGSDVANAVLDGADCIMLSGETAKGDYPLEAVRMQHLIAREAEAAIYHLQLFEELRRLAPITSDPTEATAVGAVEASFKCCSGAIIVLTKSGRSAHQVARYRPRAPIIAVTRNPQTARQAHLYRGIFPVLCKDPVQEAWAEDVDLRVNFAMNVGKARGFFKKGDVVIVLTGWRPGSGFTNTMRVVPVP
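Purified hPK-M2 (>95% pure) converted ADP (0.1 mM final) to ATP with 0.5 mM PEP in 50 mM imidazole pH7.2, KCl, MgCl2, Tween 20, BSA; 1 h at room temperature. ATP detected by Kinase-Glo luminescence.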
FLuc modulator: counter-screen for miR-21 project: firefly luciferase inhibitors or activators. P08659. purified FLuc, Km substrates, luminescence inhibition. Potency, µM (highest dose often 57.5 µM), for inactives: at the top dose activity change, negative = inhibition, hits mostly inhibitors. hit rate 6.9% among 360,000;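 note: potency is the fitted concentration of half-maximal effect; plate controls were vehicle for no effect and reference inhibitor for full effect; nearly all actives have a fitted effect of over 55% in size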
Target sequence (P08659 whole entry, looked up): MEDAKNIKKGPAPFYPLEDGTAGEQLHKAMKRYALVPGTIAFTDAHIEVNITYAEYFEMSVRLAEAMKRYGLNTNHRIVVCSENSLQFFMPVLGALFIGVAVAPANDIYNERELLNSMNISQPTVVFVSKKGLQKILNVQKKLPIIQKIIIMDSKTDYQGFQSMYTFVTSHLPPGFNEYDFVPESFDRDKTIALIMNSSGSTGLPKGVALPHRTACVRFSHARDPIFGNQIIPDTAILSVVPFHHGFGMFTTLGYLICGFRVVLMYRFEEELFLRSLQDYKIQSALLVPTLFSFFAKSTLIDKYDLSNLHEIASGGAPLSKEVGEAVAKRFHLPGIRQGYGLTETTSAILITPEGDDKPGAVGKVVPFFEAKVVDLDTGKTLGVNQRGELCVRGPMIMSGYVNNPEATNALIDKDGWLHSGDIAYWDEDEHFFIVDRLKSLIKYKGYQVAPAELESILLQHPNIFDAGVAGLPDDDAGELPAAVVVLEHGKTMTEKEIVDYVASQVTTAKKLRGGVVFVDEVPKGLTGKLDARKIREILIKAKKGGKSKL
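Purified P. pyralis luciferase (10nM final) with 10uM D-luciferin and 10uM ATP (Km levels) in 50mM Tris acetate pH 7.5, 10mM Mg acetate, 0.01% Tween-20, 0.05% BSA; qHTS 6-point titration, ~60 µM downward; luminescence read.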
ELG1 repair inh: blocks ELG1-dependent DNA repair in HEK293T cells | Potency, µM (series often up to 46.1 µM), for inactives: top-dose activity change, negative = inhibition, hits mostly inhibitors | AID 504467 | HEK293T ELG1-luciferase reporter, luminescence, 16 h; DNA damage induced by 5-fluorouridine | hit rate 2.3% among 330,000; note: potency is the fitted concentration of half-maximal effect; % is set by controls: 0 for no effect and ±100 for the full control effect; nearly all actives have a fitted effect of over 55% in size
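DMSO vehicle served as the neutral condition. Each well held 2,000 cells given 5-fluorouridine plus compound; after 16 hr at 37 °C/5% CO2, ONE-Glo was added and luciferase measured 30 min later.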
NPC1 promoter act: activators of NPC1 promoter; Huh7 NPC1 promoter luciferase reporter, 24 h; Potency, µM (series often up to 9.22 µM), for inactives: at the highest dose activation, hits mostly activators; hit rate 2.4% among 320,000;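 note: potency is the fitted concentration of half-maximal effect; % of control where 0% means no effect; nearly all actives have a fitted effect of over 60% in size; reporter is driven by a mutant NPC1 promoter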
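Readout is luciferase luminescence, reflecting NPC1 promoter activation in stably transfected Huh7 cells after 24 h compound exposure at 37 °C in reduced-serum medium with 10% FBS.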
Rab9 prom act: Rab9 promoter activation. Huh7 Rab9 promoter-luciferase reporter, luminescence, 24 h. Potency, µM (top dose mostly 9.22 µM), for inactives: top-dose activation, negative = inhibition, actives largely listed as activators. hit rate 2.8% among 320,000; note: potency is the fitted concentration of half-maximal effect; % of control where 0% means no effect; nearly all actives have a fitted effect of over 60% in size
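Huh7 cells stably carrying Rab9 promoter–luciferase reporter, plated 1500 cells/well, compound added after 2 h and incubated 24 h at 37 °C; luciferase luminescence then read after 10 min with detection reagent.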
* marks the source's active call; other numbers are inactive results; u = inconclusive; x = not tested or not shown; & = joins results of further samples; [ ] = dose if it differs, or a comment. Unless noted, calls come from the whole dose curve; as a rule, active = well fitted curve in the direction sought with a large enough effect; inconclusive = small, poorly fitted or top-dose-only effect, or another doubt; inactive = no such curve, though single readings can be large; an effect the other way counts as inactive or inconclusive.

cpd	mol	NPC1 promoter act	PKM2 activator	KCNH2 3.1 block	MBNL1-CUG inh	RORg inh	Mito fusion yeast	Rab9 prom act	Menin MLL FP TR	ELG1 repair inh	FLuc modulator	VP16 counter
1	CCc1ccc(NC(=O)CS(=O)CC(=O)Nc2ccc(-n3cnnn3)c(C)c2)cc1 (stereo unspecified)	-4%	-2%	5	-10%	u	-10%	3%	8%	-6%	u	5%
2	O=S(=O)(NCc1ccco1)c1ccc(S(=O)(=O)N2CCCCC2)cc1	0%	0%	-1	6%	45%	-1%	-1%	24%	-4%	-1%	-6%
3	COc1ccc(CCNC(=O)CNC(=O)c2ccc(Br)o2)cc1OC	-1%	x	6	x	x	-4%	-10%	x	17%	4%	x
4	Cc1cccnc1NS(=O)(=O)c1cccc([N+](=O)[O-])c1	-5%	-6%	-14	x	18%	2%	-1%	5%	-1%	4%	-11%
5	CC(C)(C)n1ncc2c(=O)n(CC(=O)OCc3ccccc3)cnc21	u	-1%	-4	-6%	8.9µM*	-5%	1.4µM*	-4%	u	0.085µM*	1.6µM*
6	COc1ccc(/C=N/c2c(-c3ccc(OC)cc3)nc3n2CCS3)cc1	-4%	17%	6	u	u	-3%	18%	u	-13%	1.9µM*	-13%
7	COc1cccc(NC(=S)NCc2ccc(F)cc2)c1	8%	1%	-15	-7%	u	3%	3%	35%[activator]	7%	-20%	7.1µM*
8	CCOc1ccc(-c2ccc(SC)nn2)cc1	0.63µM*	-77%	-7	x	u	12%	0.32µM*	5%	u	0.48µM*	u
9	CCC(C)Nc1nc(OC(C(F)(F)F)C(F)(F)F)nc(OC(C(F)(F)F)C(F)(F)F)n1 (stereo unspecified)	-2%	3%	14	-18%	39%	2%	-11%	10%	2%	5%	-5%
10	COc1cc(NC(=O)CSc2nnnn2Cc2ccc3c(c2)OCO3)cc(OC)c1	7%	0%	-14	0%	u	0%	-1%	1%	-18%	5%	2%
11	CCC(=O)Nc1ccc(NC(=O)c2ccco2)c(OC)c1	24%	0%	9	-11%	24%	3%	u	6%	u	2%[2.3 µM]	-3%
12	S=C(NCC1CCCO1)Nc1ccccc1 (stereo unspecified)	0%	-29%	-4	-17%	11µM*	-2%	-4%	22%	-6%	-3%	-3%
13	COc1cc(NC(=O)C(=O)Nc2ccc3nc4n(c(=O)c3c2)CCCCC4)cc(OC)c1OC	4%	-7%	8	-13%	8%	-5%	2%	x	u	0%&0%	-22%
14	CN1CCN(C(=O)CCN2C(=O)c3ccccc3C2=O)CC1	-1%	-2%	-2	10%	14%	3%	-3%	11%	16%	-2%	-2%
15	CCN1CCc2[nH]c3ccccc3c2C1	-4%	x	11	-10%	0%	6%	1%	-11%	4%	0%	-11%
16	CC(=O)N1c2ccc(S(=O)(=O)N(C)CC(=O)Nc3cccc(C)c3)cc2CC1C (stereo unspecified)	0%	x	-13	-4%	u	1%	-3%	17%	0%	4%	u
17	CCOC(=O)N1CCN(C(=O)NC23CC4CC(CC(C4)C2)C3)CC1	1%	0%	19	2%	-9%	-1%	2%	-1%	3%	-3%[2.3 µM]	-3%
18	O=C(COC(=O)c1cnccn1)N=c1sccn1Cc1ccccc1Cl	-2%	x	-7	x	x	-3%	-2%	x	-20%	-2%	x
19	CCOC(=O)COc1ccc(C(c2c(C)[nH][nH]c2=O)c2c(C)[nH][nH]c2=O)cc1	0%	-2%[11.5 µM]	-5	-6%	u	-6%	-3%	1%	3%	4%	-4%
20	O=C(NC1CC1)C1=C[C@@H](c2ccc3c(c2)OCO3)C[C@@H](OCCCCO)O1	-1%	0%	x	-1%	-4%	18%	0%	x	9%	-1%	-2%
21	CCOC(=O)/C(=N\Nc1ccccc1Cl)N1CC(C)OC(C)C1 (stereo unspecified)	0%	13%	-14	0.025µM*	-3%	2%	-1%	x	u	0%	4%
22	COc1ccc(C2=NOC(C(=O)Nc3cccnc3)C2)cc1 (stereo unspecified)	0%	3%	-15	0%	19%	1%	1%	4%	-16%	5%	-20%
23	CCOC(=O)C1CCN(C(=O)c2ccccc2NS(=O)(=O)c2cc(C)ccc2C)CC1	3%	-1%	3	-10%	-2%	11%	-3%	2%	-10%	7%	0%
24	CC(OC(=O)C1=NN(c2ccccc2)C(=O)CC1)C(=O)NC1CCCCC1C (stereo unspecified)	-5%	x	-9	x	x	-3%	-9%	x	0%	6%	x
25	COc1cc(NC(=O)CCc2nnc3ccc(N4CCOCC4)nn23)cc(OC)c1OC	-4%	x	-4	-13%	-24%	1%	2%	17%	0%	0%	-6%
26	COc1ccc(N2C(=O)CC(N3CCN(C4CCc5ccccc5C4)CC3)C2=O)cc1 (stereo unspecified)	1%	3%	-31	-6%	-11%[0.365 µM]	0%	3%	-9%	1%	-1%	x
27	CCCCNc1c(-c2ccc(-c3ccc(C(C)=O)cc3)c(OC)c2)nc2cnccn12	0%	x	-17	x	x	u	-7%	x	9.2µM*	-14%	x
28	CCc1noc(C)c1C(=O)N1CCN(S(=O)(=O)c2cc(C)ccc2C)CC1	0%	1%	16	-9%	10%	-1%	2%	-2%	-3%	2%	12%
29	COc1cccc(C(c2sc3nc(C)nn3c2O)N2CCN(c3ccccc3F)CC2)c1 (stereo unspecified)	-4%	11%	-4	11%	36%	0%	-3%	0%	-8%	0%	10%
30	COc1ccc(NS(=O)(=O)c2cccc3nsnc23)cc1OC	2%	2%	-23	u	u	2%	3%	-3%	-30%	1%	u
31	CCOC(=O)C1(CCCc2ccccc2)CCN(C(=O)CCc2cnccn2)CC1	-1%	-3%	11	-16%	6%	2%	-3%	u	-17%	-1%	-12%
32	O=C(CCSc1ccccc1)Nc1ncccn1	1%	-10%	6	-2%	9%	-3%	1%	1%	19%	-1%	3%[0.365 µM]
33	OC(c1nnc(-c2ccccc2)o1)c1cccs1 (stereo unspecified)	u	-1%	3	0%	18%	-14%	4.5µM*	-10%	u	u	1%[10 µM]
34	c1ccc(-c2csc(NC3=NCCCCC3)n2)cc1	18%	-1%	-1	-3%	-14%	2%	u	-16%	u	19µM*	6%
35	CC(Sc1ccccc1)C(=O)N(CCC#N)Cc1cccnc1 (stereo unspecified)	1%	-10%	8	-8%	6%	11%	-6%	-4%	9%	-2%	-4%[10 µM]
36	CCOc1cc(/C=C2\C(=O)N(c3ccc(C(N)=O)cc3)N=C2C)ccc1OC(=O)c1cccs1	-1%	-3%	-13	-3%	-3%	-4%	6%	u	18%	u	-22%
37	COC(=O)c1ccccc1NC(=O)C1CC(c2ccccc2O)=NO1 (stereo unspecified)	0%	1%	-10	-4%	13µM*	9%	-1%	6%	u	9%	u
38	CCOC(=O)CNC(=O)c1sc(NC(=O)/C=C/c2ccccc2)nc1C	5%	11%	7	11%	6%	1%	-2%	x	u	-2%	-4%
39	COc1ccc(Nc2nc(-c3ccc4c(c3)NC(=O)CO4)cs2)cc1	9%	x	0	14%	43%	1%	18%	u	16µM*	u	7%
40	C/C(=N\NC(N)=S)c1cc(-c2ccccc2)c(-c2ccccc2)s1	-6%	0%	5	13%	0.45µM*	4%	6%	10%	-15%	6%	1.4µM*
41	Cc1ccc(/C=N/NC(=S)N2CCOCC2)cc1	12%	3%	0	x	0.56µM*	-9%	5%	-1%	u	15µM*	0.89µM*
42	CCOC(=O)c1ccccc1NC(=S)N1CC(C)CC(C)C1 (stereo unspecified)	-3%	4%	8	-1%	u	7%	-2%	5%	-4%	3%	u
43	Oc1ccc(C[C@H]2CNCCN2CCc2cccc(F)c2)cc1	-2%	x	-29	x	x	2%	-2%	x	11%	-1%	x
44	Cc1cc(NCCCn2ccnc2)n2nc(C)c(-c3ccc(Cl)cc3)c2n1	5%	1%	-6	10%	1%	4%	0%	-1%	u	15µM*	-13%

A portion of the library; count on the stated rates, not on these rows.
